# High-throughput results as filed in PubChem BioAssay.
# Apaf1 inhib: inhibitors of human Apaf-1 apoptosome | AID 489030 | inhibition, % at 20 µM | reconstituted apoptosome caspase-3 activity, DEVD-Rh110 fluorescence | 330,000 compounds, 0.71% hits; active = inhibition of at least 40% at 20 µM;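 note: plate controls were DMSO wells for no effect and DEVD-CHO caspase inhibitor wells for full effect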
#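 Material: cell-free apoptosome with Apaf-1, procaspase-3 and caspase-9; Buffer or medium: Hepes pH 7.5 with detergent and BSA; Reagent: cytochrome c trigger plus (Z-DEVD)2-Rh110 caspase-3 substrate; Times: compound with Apaf-1, dATP, procaspase-3 30 min, then 50 min reaction, room temperature; Technique: Rh110 fluorescence intensity.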
# 697 NFkB inh: inhibitors of the PMA/ionomycin-induced NF-kB reporter in 697 B cells. 697 B-cell NF-kB luciferase reporter, 16 h. inhibition, % at 4 µM. 330,000 compounds, 0.33% hits. AID 435022; in the data active = inhibition above about 35%
# UBC13 polyUb: inhibitors of human UBC13 polyubiquitin chain formation. inhibition, % at 20 µM. AID 485273. 330,000 compounds, 0.47% hits. TR-FRET. P61088; in the data active = inhibition above about 45%, passing the limit was not always enough
# Target sequence (P61088 whole entry, looked up): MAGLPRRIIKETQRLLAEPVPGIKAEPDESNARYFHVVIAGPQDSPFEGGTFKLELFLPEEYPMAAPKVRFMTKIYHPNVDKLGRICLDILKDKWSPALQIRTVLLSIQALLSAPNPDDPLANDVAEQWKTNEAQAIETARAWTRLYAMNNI
# HKDC1 inhibitor: inhibitors of human hexokinase HKDC1; inhibition, % at 20 µM; AID 493160; Q2TB90; 340,000 compounds, 0.16% hits; recombinant HKDC1, G6PDH/diaphorase resazurin coupled fluorescence;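 active = inhibition above about 35% when tested at 20 µM, limit read from the data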;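 note: plate controls were DMSO wells with enzyme for no effect and DMSO wells lacking enzyme for full effect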
# Target sequence (Q2TB90 whole entry, looked up): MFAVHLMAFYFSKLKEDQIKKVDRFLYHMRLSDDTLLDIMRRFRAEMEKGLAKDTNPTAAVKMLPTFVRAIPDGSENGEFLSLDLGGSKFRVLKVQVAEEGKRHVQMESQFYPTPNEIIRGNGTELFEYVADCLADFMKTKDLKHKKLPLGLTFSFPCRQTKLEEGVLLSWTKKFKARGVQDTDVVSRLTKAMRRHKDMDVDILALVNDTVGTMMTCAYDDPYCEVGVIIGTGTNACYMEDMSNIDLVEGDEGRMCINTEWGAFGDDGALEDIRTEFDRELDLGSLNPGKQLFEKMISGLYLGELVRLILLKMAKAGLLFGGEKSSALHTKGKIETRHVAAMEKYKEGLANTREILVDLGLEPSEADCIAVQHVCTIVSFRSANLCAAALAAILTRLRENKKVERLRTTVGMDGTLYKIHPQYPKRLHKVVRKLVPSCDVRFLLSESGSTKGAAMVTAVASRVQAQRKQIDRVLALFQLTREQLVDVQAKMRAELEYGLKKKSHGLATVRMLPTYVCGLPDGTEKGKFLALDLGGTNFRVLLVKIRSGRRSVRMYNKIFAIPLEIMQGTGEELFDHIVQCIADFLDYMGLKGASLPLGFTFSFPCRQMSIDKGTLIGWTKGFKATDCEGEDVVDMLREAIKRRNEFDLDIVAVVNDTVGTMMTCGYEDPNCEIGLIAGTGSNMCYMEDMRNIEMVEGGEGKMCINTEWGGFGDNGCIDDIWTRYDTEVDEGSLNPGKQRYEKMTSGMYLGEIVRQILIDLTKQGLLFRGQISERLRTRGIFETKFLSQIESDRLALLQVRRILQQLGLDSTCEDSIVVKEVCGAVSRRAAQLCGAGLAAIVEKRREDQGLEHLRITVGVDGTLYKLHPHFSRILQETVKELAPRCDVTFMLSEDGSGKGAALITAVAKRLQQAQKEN
#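 Test system: recombinant HKDC1 (HK5) hexokinase enzyme, produced in-house; Amount: enzyme 5 µg/mL final; Buffer or medium: Tris pH 8.0 buffer with MgCl2, Tween-20, BSA, BME; Reagent: glucose and ATP substrates; Doses: 20 µM test compound, 1% DMSO; Incubation: 90 min reaction incubation at room temperature, dark; Detection: resorufin fluorescence at 613 nm.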
# SENP7 inh: SENP7 protease inhibition | Q9BQF6 | recombinant SENP7, Z-RLRGG-aminoluciferin luminescence, 40 min | inhibition, % at 5 µM | 330,000 compounds, 1.5% hits | AID 434973;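 active = inhibition above about 50% at the single test dose, limit read from the data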;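 note: plate controls were DMSO with enzyme for no effect and no enzyme buffer wells for full effect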
# SENP8 inh: SENP8 protease inhibition; Q96LD8; purified SENP8, Z-RLRGG-aminoluciferin cleavage, luminescence; inhibition, % at 10 µM; 330,000 compounds, 1.2% hits; AID 2540
# Jurkat NFkB inh: inhibitors of the PMA/ionomycin-induced NF-kB reporter in Jurkat cells. 330,000 compounds, 0.53% hits. AID 435003. inhibition, % at 4 µM. PMA/ionomycin-induced NF-kB luciferase reporter, luminescence
# Gli-Sufu antag: antagonists of Gli-Sufu signaling; Sufu-KO-LIGHT fibroblasts, Gli luciferase reporter luminescence; inhibition, % at 5 µM; 340,000 compounds, 0.74% hits; AID 588413;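 active = inhibition above about 55%, limit read from the data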;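 note: 0% = DMSO-treated cells and 100% = wells with medium but no cells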
# An asterisk follows results filed as active; / = no result given. Cut-off read from the data, not from the text of the source, unless noted: active = inhibition above about 50%; inactive = the rest.
# Results follow in this order: Apaf1 inhib	697 NFkB inh	UBC13 polyUb	HKDC1 inhibitor	SENP7 inh	SENP8 inh	Jurkat NFkB inh	Gli-Sufu antag
> CCN(CC)Cc1cc(C(C)=O)ccc1OCC(C)C
    -21	-1	10	-6	1	-8	-1	28
> CCC(=O)NC(Cc1ccccc1)c1ccc2c(c1)OCCCO2 (configuration not stated)
    -4	4	3	-5	2	3	-6	-1
> COc1cc(/C=N/NC(=O)COc2cc(C)cc(C)c2)ccc1OS(=O)(=O)c1ccc(C)cc1
    13	-24	-8	-1	-4	-8	-3	6
> CCCCCn1c(CCNC(=O)c2cccs2)nc2ccccc21
    -13	-13	7	-6	-8	-4	-3	11
> CCOC(=O)c1sc(C)c2c(=O)n(Cc3ccc(Cl)cc3)c(C)nc12
    16	-10	3	1	0	-7	9	0
> COc1ccc2c(c1OC)C(=O)OC2Nc1ncccc1C (configuration not stated)
    -3	8	1	-6	14	-11	-21	-5
> CC(=O)Nc1ccc(NC(=O)CSc2ccccn2)cc1
    -14	7	-1	-5	1	-5	7	8
> CCCC(=O)Nc1cc(C)c2c(=O)oc3ccccc3c2n1
    11	7	-12	0	9	-4	-23	8
> CCCCNC(=O)NNc1nc(Cl)cc(C)c1C#N
    4	17	4	7	2	-2	2	9
> CS(=O)(=O)N1CCN(C(=O)c2ccc3c(c2)OCCO3)CC1
    -4	-4	-1	-5	0	-9	11	-6
> COc1ccccc1N(C)S(=O)(=O)c1ccc(Cl)c(C(=O)NCCCN2CCOCC2)c1
    4	-20	-1	3	-5	-13	-10	-9
> O=C(O)/C=C/c1ccc(S(=O)(=O)Nc2ccc(OCc3ccccc3)cc2)cc1
    -2	11	3	17	-1	-4	7	-3
> CCN(CC)S(=O)(=O)c1cccc(NN=c2c(=O)c3ccccc3c2=O)c1
    -13	-15	-5	6	3	-1	-5	12
> CC(Sc1n[nH]c(=O)n1Cc1ccccc1)C(=O)NC1CCCCC1C (configuration not stated)
    1	5	2	-4	-2	-10	-5	-5
> CC(C)Oc1ccc(NC(=O)C2CCCNC2=O)cc1 (configuration not stated)
    -19	21	0	-5	6	2	-4	-5
> Cc1ccc(S(=O)(=O)NCC(C)NS(C)(=O)=O)cc1 (configuration not stated)
    -3	15	5	-8	3	-5	10	10
> CCOc1ccccc1NC(=O)n1ncc2c(C)cccc21
    4	-22	-11	-3	-8	-10	-15	-22
> CCc1ccccc1OCC(=O)N1CCN(c2ncccn2)CC1
    6	13	5	5	-3	0	2	-5
> COc1cc(OC)cc(C(=O)NCc2cc(C)nc3ccccc23)c1
    6	-24	-8	14	-11	-12	-11	6
> Cc1ccccc1NC(=O)COC(=O)c1ccc2nc(C)c(C)nc2c1
    -4	9	-22	-3	-2	-17	-6	8
> C=CCNC(=S)N1CCN(CCNC2=CC(=O)CC(C)(C)C2)CC1
    -6	-1	-2	-4	-2	1	2	1
> CC1CC(C)(C)NC(=S)N1CCCC(=O)N1CCN(c2ccccc2F)CC1 (configuration not stated)
    4	12	-7	-7	5	-9	1	4
> CCOc1ccc(Nc2nc(N)nc(CCl)n2)cc1
    -14	-11	4	1	44	8	59*	9
> CC(OC(=O)Cn1[nH]c(=O)c2ccccc2c1=O)C(=O)NC1(C#N)CCCCC1 (configuration not stated)
    1	13	-1	-5	-9	-10	-9	-4
> O=C(NC12CC3CC(CC(C3)C1)C2)c1ccc(-c2ccccc2Cl)o1
    13	-217	-4	0	3	-11	-158	24
> C[C@H](NC(=O)[C@@H]1CSC2c3ccccc3C(=O)N21)C(=O)NCc1c(F)cccc1Cl (some centres not stated)
    1	10	2	-1	-15	-13	-4	-2
> Cc1nn(Cc2ccc(F)cc2)c(C)c1NC(=O)c1cc(-c2ccco2)on1
    15	-10	-2	-2	5	-2	-24	-8
> N/C(=N\OC(=O)Cc1cccs1)c1cccc([N+](=O)[O-])c1
    20	-36	-8	-6	9	-5	-17	-5
> C#CCOCCOCCOCCNc1nc(N2CCN(C(=O)CCCCCCCCCCNC(=O)[C@H](CCCCN)n3cc(CCCC(=O)O)nn3)CC2)nc(N2CCN(C(=O)CCCCCCCCCCNC(=O)[C@H](CCCCN)n3cc(CCCC(=O)O)nn3)CC2)n1
    18	15	45*	-8	5	-9	14	/
> COc1cc(C2=NC(CO)(CO)CO2)cc(OC)c1OC
    8	24	-7	3	-10	-11	-5	28

# (further entries)
# Results follow in this order: Apaf1 inhib	697 NFkB inh	UBC13 polyUb	HKDC1 inhibitor	SENP7 inh	SENP8 inh	Jurkat NFkB inh	Gli-Sufu antag
> O=C(Cn1c(C(F)(F)F)nc2ccccc21)c1ccc(Br)cc1
    -1	3	8	4	1	0	15	25
> O=C1CCCN1C(=O)CSc1nnnn1-c1ccccc1
    -13	23	3	1	6	8	3	-7
> COc1ccc(CC(CN)c2ccccc2)cc1 (configuration not stated)
    17	6	6	4	-4	7	8	-8
> CC(=O)NCC(=O)OCC(=O)Nc1nc(-c2ccccc2)cs1
    -3	-3	-2	-17	11	11	-14	-24
> CCOC(=O)C1CCN(c2c(C(=O)c3ccccc3)cnc3ccc(Cl)cc23)CC1
    1	6	10	-4	-5	-4	-3	-1
> O=[N+]([O-])c1cccc(N/N=C/c2ccc(N3CCOCC3)cc2)c1
    18	-58	-15	-3	-14	19	-63	-42
> O=C(CCCN1C(=O)/C(=C/c2ccccc2)SC1=S)NCCCn1ccnc1
    6	-18	-13	4	3	23	2	7
> Cc1ccc(-c2cc(C(=O)N3CCN(c4ccccc4O)CC3)c3ccccc3n2)o1
    8	-46	14	5	-2	-12	-28	-31
> COc1ccc(N2CC(NC(=O)c3cccc4ccccc34)CC2=O)cc1OC (configuration not stated)
    9	18	1	-3	-1	0	14	0
> COc1ccc(NC(C)C(=O)Nc2ccc(C#N)cc2)cc1Cl (configuration not stated)
    5	22	8	-8	-6	1	-4	4
> COc1cccc(CNC(=O)C(C)n2nc(C)n3c(cc4occc43)c2=O)c1 (configuration not stated)
    -10	-2	1	-4	6	-3	-1	-4
> C=Cn1cc[n+](CC(=O)c2ccc(OC)c(OC)c2)c1
    5	8	1	-6	0	-2	-5	2
> CCOCCCNC(=O)c1ccc2c(c1)ncn2C1CCCC1
    -7	-5	4	-11	8	3	11	-1
> CN(CC(=O)NCc1ccccn1)S(=O)(=O)c1ccc(F)cc1
    -12	18	1	-4	-1	9	-5	/
> COC(=O)c1ccc(OC(=O)C2CSC3(C)CCC(=O)N23)cc1 (configuration not stated)
    -1	18	-28	-9	2	6	-8	-4
> CN(c1ccccc1)S(=O)(=O)c1ccc(NC(=S)Nc2ccccc2)cc1
    -7	-2	11	-9	2	7	-1	-6
> COC(=O)c1sc(S(=O)(=O)N2CCCCC2C(=O)O)c(C(=O)OC)c1C (configuration not stated)
    -4	11	2	-4	-1	3	4	-1
> CCOC(=O)CC(NC(=O)CCc1c(C)nc2ncnn2c1C)c1ccc(OC(C)C)cc1 (configuration not stated)
    -8	9	7	-5	-4	0	7	-2
> CCCCNC(=O)c1cccc(NC(=O)C(=O)c2ccccc2NC(C)=O)c1
    -3	-6	2	-7	-1	-6	10	3
> C=CCn1c(SCC(=O)NC(=O)NC2CCCC2)nnc1C1CCCCC1
    11	-4	2	1	12	5	-23	3
> CN(C)CCCN(C(=O)c1ccco1)c1nc(-c2ccc(Cl)cc2)cs1
    21	1	10	-12	-10	-6	-23	23
> CCOC(=O)c1ccccc1NC(=O)CCNC(=O)Cn1cnc2ccccc2c1=O
    -1	0	-5	-4	4	5	4	0
> O=C(CNC1CCCCCC1)Nc1ccc(N2CCCC2)cc1
    -23	21	5	/	1	2	5	/
> NS(=O)(=O)c1cccc(NC(=O)c2ccc(NS(=O)(=O)c3cccc([N+](=O)[O-])c3)cc2)c1
    4	11	-1	-1	-1	4	-16	11
> O=C(NC(Cc1ccccc1)C(=O)NCCc1ccccn1)c1cccs1 (configuration not stated)
    3	4	2	3	-6	-6	-1	-6
> CCOC(=O)N1CCc2c(sc3c2c(=O)n(-c2ccc(CC)cc2)c(=O)n3CC(=O)NCC2CCCO2)C1 (configuration not stated)
    6	6	0	3	8	2	-2	1
> COc1ccccc1CNC(=O)Cc1c[nH]c2ccccc12
    4	-4	9	-2	4	1	20	-8
> Cc1cc(C)c(OCC(=O)OCC(=O)N2CCN(C(=O)c3ccco3)CC2)c(C)c1
    8	4	2	-3	10	-13	-8	-8
> O=C(NCCN1CCOCC1)c1ccc(F)cc1
    2	12	4	-6	-4	-5	-4	-8
> Cc1cc(C)nc(N2C(=O)CC(Cc3ccccc3)C2=O)n1 (configuration not stated)
    4	0	-12	-4	-4	-7	-9	-1

# Given bar-delimited: 5 of the compounds above.
canonical_smiles | Apaf1 inhib | 697 NFkB inh | UBC13 polyUb | HKDC1 inhibitor | SENP7 inh | SENP8 inh | Jurkat NFkB inh | Gli-Sufu antag
O=C(NC(Cc1ccccc1)C(=O)NCCc1ccccn1)c1cccs1 (configuration not stated) | 3 | 4 | 2 | 3 | -6 | -6 | -1 | -6
Cc1cc(C)c(OCC(=O)OCC(=O)N2CCN(C(=O)c3ccco3)CC2)c(C)c1 | 8 | 4 | 2 | -3 | 10 | -13 | -8 | -8
O=C(Cn1c(C(F)(F)F)nc2ccccc21)c1ccc(Br)cc1 | -1 | 3 | 8 | 4 | 1 | 0 | 15 | 25
CCOC(=O)c1ccccc1NC(=O)CCNC(=O)Cn1cnc2ccccc2c1=O | -1 | 0 | -5 | -4 | 4 | 5 | 4 | 0
CCOC(=O)C1CCN(c2c(C(=O)c3ccccc3)cnc3ccc(Cl)cc23)CC1 | 1 | 6 | 10 | -4 | -5 | -4 | -3 | -1

# New compounds follow
# Results follow in this order: Apaf1 inhib	697 NFkB inh	UBC13 polyUb	HKDC1 inhibitor	SENP7 inh	SENP8 inh	Jurkat NFkB inh	Gli-Sufu antag
> CCOC(=O)CCC(=O)NNC(=O)COc1ccc(C(C)C)cc1Br
    -108	-6	-5	0	-3	-5	9	-3
> Cc1cccc(Nc2nc(-c3ccccc3)c(C(=O)Nc3cccnc3)s2)c1
    17	-13	5	9	5	-6	-8	10
> Cc1[nH]c2ccccc2c1C(=O)C(=O)N1CCN(c2cccc(Cl)c2)CC1
    7	6	1	3	7	4	16	11
> CCc1ccccc1N(CC(=O)NCc1ccco1)C(=O)CCC(=O)Nc1ccccn1
    -1	-29	-5	-8	-2	4	-9	33
> O=C(NCCCNC(=O)c1ccc(Cl)cc1Cl)c1ccccn1
    -2	11	5	-5	-9	2	14	1
> COC(=O)c1sccc1NC(=O)c1c(Cl)cccc1Cl
    13	6	-9	-2	-5	-8	11	/
> O=C(C[n+]1ccccc1)N/N=C/c1cc(Br)ccc1O
    4	8	-11	-9	8	1	3	2
> CCn1c(=O)c(-[n+]2ccccc2)c(O)c2ccccc21
    -5	8	3	-5	-2	-2	-1	-2
> CCN(CC)c1ccc(/C=N/OCC(=O)N2CCCc3ccccc32)cc1
    4	-16	-2	-2	10	1	-13	-2
> O=S1(=O)N=C(N2CCN(Cc3ccccc3)CC2)c2ccccc21
    1	-23	-8	-6	5	-9	-11	2
> CC(C)(C)CN1C(N)=NC[C@@H]1Cc1ccc(O)cc1
    -6	44*	9	4	1	-1	2	17
> CCN(CC(=O)NC1CCCC1)S(=O)(=O)c1ccc(F)cc1
    6	12	1	-7	2	3	0	7
> Cc1ccc(SCC(=O)NNC(=O)C2CCCCC2)cc1
    -12	13	6	-12	0	0	17	5
> Cc1cnc(C(=O)N2CCN(S(=O)(=O)c3ccc4ccccc4c3)CC2)cn1
    -4	-5	-1	-3	-13	-6	19	-1
> O=C(O)CNC(=O)CCN1C(=O)c2ccccc2C1=O
    -8	16	-3	-8	-3	-9	4	3
> CCOC(=O)c1cccc(NC(=O)CSc2nc(N)cc(N)n2)c1
    5	8	0	3	-3	6	-2	4
> CN1CCCC1CCNc1ccc2sc3ccccc3c(=O)c2c1 (configuration not stated)
    44*	-74	10	11	-12	1	-75	-2
> CCN1CCN(Cc2ccc(NC(=O)c3ccc(C)c(NC(=O)C4=NN(c5ccccc5)C(=O)C4)c3)cc2C(F)(F)F)CC1
    24	-17	-17	-3	14	-8	-10	-1
